# Assay outcomes (PubChem)
# ssDAF12 agonist: S. stercoralis DAF-12 nuclear receptor activators, primary screen, cell-based, luminescence, HEK293, GRIP1 co-expression, lit1-tk-luc; HEK293 ssDAF-12/GRIP1 lit1-tk-luc reporter; % of 3 µM dafachronic acid response; Nuclear hormone receptor DAF-12 (Strongyloides stercoralis); 370,000 compounds, 1% hits; activation, % at 6.8 µM; AID 652126, 2013;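 active = activation above the mean over all tested compounds plus 3 SD, cut at about 0.9% in these data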;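 note: 0% = DMSO-only wells and 100% = 3 µM delta7-dafachronic acid wells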
# SMARCA2 act: SMARCA2 (BRM) function activators, primary screen, cell-based, luminescence, high throughput | MG213 cells, MMTV-luciferase reporter, dexamethasone, overnight | 370,000 compounds, 1% hits | activation, % at 9.1 µM; in the data active = activation above about 7.8%;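 note: 0% = vehicle wells and 100% = reference activator wells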
# hcDAF-12 act: H. contortus DAF-12 nuclear receptor activators, primary screen, cell-based, luminescence, HEK293, lit1-tk-luc reporter. HEK293 hcDAF-12 lit1-tk-luc reporter; 0% DMSO, 100% Δ7-dafachronic acid. AID 652067, 2013. activation, % at 6.8 µM. 370,000 compounds, 1.4% hits;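 active = activation above the mean of all tested compounds plus 3 SD, cut at about 5.5% in these data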;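 note: 100% = response to 3 µM Δ7-dafachronic acid high control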
# DAX1 inh-1: DAX1 (NR0B1) inhibitors on StAR promoter, primary screen, cell-based, luminescence, SF-1 (NR5A1), full-length DAX-1 | HEK293T StAR-luciferase reporter, SF-1/DAX-1 repression relief | inhibition, % at 6.8 µM | 370,000 compounds, 1.1% hits | AID 652010, 2013;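 active = inhibition above the mean over all tested compounds plus 3 SD, cut at about 3.6% in these data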;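 note: 0% = DAX-1 cells with DMSO and 100% = cells lacking DAX-1 with DMSO; higher inhibition means more luminescence from relief of DAX-1 repression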
# DAX1 inh-2: DAX1 (NR0B1) inhibitors, primary screen, cell-based, HEK293, Gal4-DAX1, luciferase luminescence; HEK293 Gal4-DAX1 luciferase reporter; inhibition, % at 6.75 µM; 340,000 compounds, 0.99% hits; AID 504766, 2011;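 active = inhibition above the mean over all tested compounds plus 3 SD, cut at about 4.2% in these data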;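 note: 0% = DAX1-transfected cells with DMSO and 100% = empty-vector control cells with DMSO; inhibition shows as a rise in luminescence from relieved DAX1 repression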
# Target sequence (P51843 207-470 limits assumed): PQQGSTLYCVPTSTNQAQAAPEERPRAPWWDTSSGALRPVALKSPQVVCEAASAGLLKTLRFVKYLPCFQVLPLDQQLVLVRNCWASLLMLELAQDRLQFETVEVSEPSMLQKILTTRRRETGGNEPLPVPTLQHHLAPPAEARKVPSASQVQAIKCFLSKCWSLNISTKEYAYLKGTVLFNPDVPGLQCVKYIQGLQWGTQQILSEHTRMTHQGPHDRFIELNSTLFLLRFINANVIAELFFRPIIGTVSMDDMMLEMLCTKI
# GAA850 FXN act: FXN promoter activators, primary screen, cell-based, luciferase luminescence, HEK293 lucGAA850; activation, % at 6 µM; HEK293 lucGAA850 FXN promoter luciferase reporter, 24 h; percent of 10 µM SAHA response; 360,000 compounds, 0.56% hits; AID 540364, 2011;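 active = activation above the average of all compounds screened plus 3 SD, cutoff fixed separately per campaign, cut at about 7.5% in these data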;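 note: 0% = DMSO wells and 100% = 10 µM SAHA wells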
# NPR1 activator: GC-A stimulated cGMP production enhancers – HEK293 GC-A cells, cGMP TR-FRET, EC30 ANP, primary screen. activation, % at 10 µM. 370,000 compounds, 0.14% hits. Atrial natriuretic peptide receptor 1 (Homo sapiens), P16066. 0% at EC30 ANP, 100% saturating ANP; in the data active = activation above about 40%
# hgDAF-12 ag: H. glycines DAF-12 receptor agonists, primary screen, cell-based, luminescence, HEK293, GAL4 fusion, UAS-luciferase. Nuclear hormone receptor DAF-12 (Heterodera glycines), GAL4 fusion. HEK293 GAL4-hgDAF12 UAS-luciferase reporter, agonist luminescence; normalized to butyrate control. activation, % at 6.8 µM. 370,000 compounds, 1.8% hits;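 active = activation above a cutoff set at the mean of all screened compounds plus 3 SD, cut at about 10% in these data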;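 note: 0% = DMSO wells and 100% = sodium butyrate wells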
# KLK7 zymogen act: proKLK7 zymogen activators, primary screen, biochemical, fluorescence intensity. purified proKLK7, EDANS-DABCYL substrate fluorescence; 100% is mature enzyme control, 0% vehicle. activation, % at 7 µM. AID 652039, 2013. 370,000 compounds, 0.9% hits. Kallikrein-7 (Homo sapiens), P49862;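 active = activation above the mean of all tested compounds plus 3 SD, computed per campaign excluding outliers beyond control limits, cut at about 13% in these data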
# Target sequence (P49862 whole entry, looked up): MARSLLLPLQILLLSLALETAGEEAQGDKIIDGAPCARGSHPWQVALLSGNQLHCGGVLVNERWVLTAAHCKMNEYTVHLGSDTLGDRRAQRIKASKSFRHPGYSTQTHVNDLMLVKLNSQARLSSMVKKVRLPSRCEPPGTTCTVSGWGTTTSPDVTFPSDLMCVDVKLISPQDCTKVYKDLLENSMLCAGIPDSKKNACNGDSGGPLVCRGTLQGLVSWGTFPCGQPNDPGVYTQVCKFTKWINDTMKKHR
# GC-B act: human GC-B receptor activators, primary screen, HEK293 GC-B cells, cGMP TR-FRET, EC30 CNP. 0% at EC30 CNP, 100% saturating CNP. activation, % at 10 µM. 370,000 compounds, 0.11% hits;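 active = activation at 10 µM reaching about 35% in either raw or pattern-adjusted values, limit read from the data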
# sPLA2-III inh: human group III sPLA2 inhibitors, primary screen, biochemical, QFRET, BODIPY PC-A2 liposome substrate. QFRET BODIPY PC-A2 liposome hydrolysis, fluorescence. inhibition, % at 12.2 µM. 370,000 compounds, 0.56% hits;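 active = inhibition above mean plus 3 SD of compounds lying within the high and low control bounds, cut at about 19% in these data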;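 note: 0% = median of test compound wells and 100% = no enzyme DMSO wells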
# Target sequence (Q9NZ20 whole entry, looked up): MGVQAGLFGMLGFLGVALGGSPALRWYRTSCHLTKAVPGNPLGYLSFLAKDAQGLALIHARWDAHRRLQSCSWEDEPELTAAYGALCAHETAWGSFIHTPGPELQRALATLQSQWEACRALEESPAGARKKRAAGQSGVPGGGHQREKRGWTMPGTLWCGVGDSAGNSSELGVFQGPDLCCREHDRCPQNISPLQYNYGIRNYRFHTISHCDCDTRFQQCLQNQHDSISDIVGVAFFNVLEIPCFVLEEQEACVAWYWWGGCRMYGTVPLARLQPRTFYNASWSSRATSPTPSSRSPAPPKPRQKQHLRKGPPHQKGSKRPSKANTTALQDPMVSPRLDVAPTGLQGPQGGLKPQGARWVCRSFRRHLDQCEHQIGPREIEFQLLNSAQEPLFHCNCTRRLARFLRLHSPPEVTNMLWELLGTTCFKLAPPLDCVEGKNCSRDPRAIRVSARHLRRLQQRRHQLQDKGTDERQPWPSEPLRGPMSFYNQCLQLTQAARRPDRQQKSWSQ
# The depositor's hits bear a star; . = no result given.
SMILES,ssDAF12 agonist,SMARCA2 act,hcDAF-12 act,DAX1 inh-1,DAX1 inh-2,GAA850 FXN act,NPR1 activator,hgDAF-12 ag,KLK7 zymogen act,GC-B act,sPLA2-III inh
CNc1oc(-c2ccccc2Cl)nc1C#N,-1.4,2.7,-0.9,-0.3,0.1,1.6,0.0,1.1,-0.5,-5.9,2.4
CN(CCO)c1cccc2c1S(=O)(=O)N(Cc1cn(Cc3ccc(C(F)(F)F)cc3)nn1)Cc1ccccc1O2,-1.0,3.4,2.0,-1.1,.,.,-2.5,4.4,1.2,1.2,-13.1
O=C(O)CSC12CC3CC(C1)CC(C(=O)O)(C3)C2,-1.2,-2.1,-1.6,0.0,2.4,0.5,3.1,0.7,0.0,1.1,4.5
CC(C)C(NC(=O)C1CCC(C(C)(C)C)CC1)C(=O)NCc1cccnc1 (configuration not stated),-1.4,-2.8,-1.1,-0.7,-1.5,-0.4,10.4,-0.9,0.2,-2.0,-1.8
CC[C@@H](C)[C@H](CN[C@H](CNC)C(C)C)NC[C@@H](C)c1ccc(CC(C)C)cc1,-1.3,-0.8,-0.6,0.2,1.0,1.2,3.7,0.5,-0.8,-6.0,13.6
Cc1cn(CC(=O)NCCCn2ccnc2)c(=O)[nH]c1=O,-1.1,-2.1,-1.3,0.3,4.2,1.4,1.5,-1.9,-0.4,-0.2,-1.1
COCCN=c1scc(-c2ccccc2)n1/N=C/c1c[nH]c2ccccc12,-1.2,-1.2,2.3,-0.1,0.1,2.5,-3.8,2.3,-0.5,-0.4,-3.1
CC1CN(C(=O)Cn2cc(S(=O)(=O)CC(=O)N(C)c3ccccc3)c3ccccc32)CC(C)O1 (configuration not stated),-1.4,-1.3,-1.0,-1.8,-0.1,-0.6,-1.0,-1.8,-0.1,-2.2,4.6
Cc1ccccc1SCC(=O)N/N=C/c1ccc(F)cc1,-1.6,0.1,-2.3,-0.1,-0.9,1.9,2.5,-3.0,0.3,4.4,-4.0
Cc1cccc(NC(=O)c2ccc(F)c(S(=O)(=O)N3CCC4(CC3)OCCO4)c2)c1,-1.1,-0.3,-0.7,-2.4,0.1,-1.5,2.8,1.8,0.6,4.9,-7.2
Cc1ccc(NC(=O)Cn2cc(S(=O)(=O)c3ccccc3)c(=O)c3cc(F)ccc32)cc1,-1.0,-0.8,1.4,-0.1,0.6,-3.8,1.9,-1.1,-0.4,2.4,3.6
Cn1c(=O)n(Cc2ccc(F)cc2)c(=O)c2c1nc1n2CCCN1C1CCCCC1,-1.1,0.3,-0.1,-1.2,0.0,-0.5,18.3,-1.1,0.6,30.6,5.3
COc1ccc(CN2C(C(=O)NC3CCCC3)CSCCS2(=O)=O)cc1 (configuration not stated),-1.3,-4.8,-3.1,-0.1,.,.,2.3,-0.4,-0.1,-2.7,14.1
Cc1[nH]n(-c2ccccc2)c(=O)c1CCOC(=O)c1cccc(C(F)(F)F)c1,-1.5,-3.8,-1.5,-0.2,1.7,-2.1,0.5,1.0,-0.5,-4.6,-3.5
Cc1ccc2nc(NC(=O)C3=NN(c4ccccc4)C(=O)CC3)sc2c1,-0.8,0.6,0.8,-0.3,0.3,1.5,0.4,-1.1,-0.2,1.4,-16.1
COC(=O)c1cc2c(c3c4cc(OC)ccc4n(S(C)(=O)=O)c13)C(=O)N(C)C2,-0.5,-1.7,-0.4,-1.0,.,.,-12.4,-0.8,2.0,-6.2,1.4
CCOc1cc(NC(=S)Nc2cccc(C)c2)c(OCC)cc1NC(=O)CC(C)C,-1.2,-3.0,-1.4,-0.4,-0.1,-2.2,-0.2,-1.5,1.2,5.3,2.1
CC(C)(C)[C@H]1C=C(C(=O)N2CCN(Cc3ccccc3)CC2)O[C@@H](OCc2ccc(CO)cc2)C1,-1.5,-1.6,-1.3,0.2,0.4,-1.5,-2.1,-1.2,0.2,-0.6,-7.2
O=C(CCNS(=O)(=O)c1cccc(Cl)c1)OCC(=O)N1CCN(C(=O)c2ccco2)CC1,-1.1,-2.6,0.8,-1.6,0.0,1.8,0.2,1.2,0.2,2.0,6.7
O=C(Nc1ccc2nsnc2c1)N1CCCCC1,-0.4,6.1,-0.3,-0.3,2.0,1.9,-1.1,1.5,5.4,-0.4,-6.2
O=C1C2CCCN2C(c2ccc(F)cc2)N1c1ccc(Cl)cc1 (configuration not stated),-0.9,-0.1,-0.1,2.3,-3.1,-0.7,-14.2,-4.6,0.7,-6.5,-2.6
CCOC(=O)CCc1c(C)nc2cc(-c3ccccc3OC)[nH]n2c1=O,-1.4,-1.1,-1.3,-1.7,-0.2,-0.3,5.3,1.7,-11.5,2.4,-7.4
O=C1Nc2ccccc2/C1=C/c1ccnc2ccccc12,-0.8,-1.6,-1.9,-0.3,-1.3,4.1,-18.9,1.7,-0.6,-8.9,1.7
CC(C)(C)c1nnc(NC(=O)C2CCN(C(=O)c3ccco3)CC2)s1,-0.5,-1.6,-1.8,-0.3,-0.6,0.7,0.2,-2.8,0.4,1.4,-3.7
O=C(NCCCN1CCCC1=O)c1ccccc1OCc1ccc(Cl)cc1Cl,-1.4,-4.5,-1.6,-0.6,-0.3,-0.1,-1.0,0.4,-0.4,4.0,8.0
OCCCc1nc2ccccc2n1CCOc1ccccc1,-0.6,-0.4,-1.6,-0.1,-1.1,0.1,4.2,-0.3,0.0,0.2,1.0
CCCOc1ccc(Cc2c(O)nc(N)[nH]c2=O)cc1C,-1.0,1.0,0.0,0.2,-1.3,0.0,-0.7,-1.6,-0.1,3.3,-1.6
O=C(CCl)N=c1sccn1Cc1ccccc1Cl,-1.1,-12.7,-1.4,-2.1,-3.5,-9.8,5.1,-11.9,0.0,-1.2,-2.5
Cc1ccc(NC(=O)c2ccccc2Br)cc1S(=O)(=O)N(C)C,-0.9,-2.1,1.2,0.0,-0.2,-0.3,-1.0,5.2,0.1,-6.2,-6.2
Cc1cccc(N2C(=O)C3C4C=CC(C5CC45)C3C2=O)n1 (configuration not stated),-0.4,-4.5,-1.1,-0.3,3.8,1.4,3.9,2.3,0.2,1.0,-1.1
O=C(CC1S/C(=N\S(=O)(=O)c2ccccc2)N(c2ccccc2)C1=O)Nc1ccc(F)cc1 (configuration not stated),-0.5,-2.8,-0.4,-0.6,-1.1,2.1,-2.0,-1.2,0.1,-0.2,-56.0
O=c1oc2cc(O)ccc2c2oc3cc(O)ccc3c12,-1.1,2.0,-2.0,0.9,0.3,2.7,9.9,2.0,71.6*,-3.6,-7.2
Cc1cc(C)c(OCCNCc2ccccc2)c(C)c1,0.5,-1.0,-2.7,-0.2,-1.4,0.6,-1.0,-0.4,-0.4,-5.6,-3.7
Cc1cccc(C(=O)NNC(=O)c2ccc(Cl)cc2)c1O,0.5,3.1,7.1*,1.8,1.5,3.4,0.7,5.3,0.2,1.1,-2.5
COc1cc2nc(=S)n3[nH]c(COc4ccccc4C)nc3c2cc1OC,-1.3,-5.1,-2.1,0.0,0.3,-1.6,7.1,-2.9,-1.1,-2.9,15.5
CCOc1ccc(Cn2nnc(C(=O)Nc3cc(C)cc(C)c3)c2N)cc1,-0.9,-0.7,0.0,1.5,3.6,0.5,3.4,-2.9,-0.1,-3.8,2.8
O=[N+]([O-])c1ccc(N2CCC(=NOCc3ccc(Cl)cc3)CC2)cc1,-1.6,-4.2,-1.7,-2.2,-2.0,-0.6,2.2,-1.0,-0.7,-5.0,-3.9
COc1ccc(CCNC(=O)CSc2nnc(-c3ccc(F)cc3)c3ccccc23)cc1OC,-1.5,5.8,-2.3,-0.1,-0.3,2.1,-1.4,0.9,0.3,-4.1,0.6
CCc1nc2ccc(C(=O)N3CCN(S(=O)(=O)CC)CC3)cn2c1N(CC)CCOC,-0.8,3.4,1.2,1.2,.,0.8,7.9,2.5,0.4,2.4,4.0
CCCCc1cc(=O)oc2c(CN3CCCC3)c(O)c(Cl)cc12,-1.0,-2.1,-0.3,-0.4,2.7,-1.4,7.0,1.7,63.3*,10.1,-6.3
COc1ccc(/C=C/C(=O)NC2CCS(=O)(=O)C2)cc1 (configuration not stated),-0.4,-0.6,0.2,0.9,1.0,3.8,3.1,0.3,0.0,-0.8,-2.1
O=C(NCc1ccco1)c1cc(S(=O)(=O)N2CCOCC2)ccc1Br,-0.7,-2.0,0.3,-0.7,0.0,-0.7,1.0,2.1,-0.1,-0.7,6.3
COC(=O)CSc1nc(-c2ccccc2)nc2ccc(F)cc12,-1.1,-1.1,-0.1,0.4,1.6,-1.4,3.5,2.5,0.2,1.0,2.3
O=c1cc2c(c(-c3ccccc3)n1Cc1ccccc1)[C@H](CCO)NC2,-0.9,-1.3,0.7,0.7,-0.5,-0.2,-1.3,1.1,0.4,-4.0,-2.9
NC(=O)CC(NC(=O)c1cccc(Br)c1)c1ccc(N2CCCCCC2)c([N+](=O)[O-])c1 (configuration not stated),-1.3,0.3,-1.5,-0.2,-0.2,1.1,-1.8,-1.4,-0.1,4.9,-1.6
CN1CCN(C(=O)c2cnn(-c3ccccc3)c2NC(=O)c2ccc([N+](=O)[O-])cc2)CC1,-0.8,-3.4,0.0,-0.2,-0.1,1.2,6.1,-0.2,-0.7,1.5,2.5
CCCCC(=O)Nc1ccc(C(=O)NNC(=O)CCc2ccccc2)cc1,-1.5,-1.0,1.9,-0.5,-0.1,-0.8,2.3,0.7,0.2,0.1,-7.3
COC(=O)c1ccc(NC(=S)N2CCN(Cc3ccccc3Cl)CC2)cc1,-1.7,-4.5,-1.2,-0.2,3.3,2.0,1.7,-2.2,0.6,-1.3,1.0
C=C(C)Cn1c2ccc(NC(=S)NCc3ccccc3F)cc2c(=O)n1C,-0.7,-2.9,-2.5,-0.1,.,1.3,1.4,-1.4,-0.7,2.7,4.3
